# ALOX12 inh: blocks human arachidonate 12S-lipoxygenase. 1.1% of 580,000 active. Potency, µM (doses to about 108 µM), inactives show at the highest dose activity change, negative = inhibition, hits mostly inhibitors. purified 12hLO, xylenol orange hydroperoxide absorbance; also: % is scaled to controls: 0 for no effect and ±100 for the full control effect
#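 Purified human 12hLO (150 nM final) in 25 mM Hepes, 0.01% Triton X-100, pH 7.0 was preincubated 15 min at room temperature with compound. Then 40 uM arachidonic acid was added, 30 min. Hydroperoxide was read by Fe-XO absorbance ratio 573/405 nm.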
# ERG-DNA inh: blocks human ERG Ets domain binding to DNA; AID 624246; P11308; 0.028% of 370,000 active; Potency, µM (series often up to 76.9 µM), without a hit: at the top dose FP activity, negative = inhibition, hits mostly inhibitors; fluorescence polarization, His-ERG Ets domain / labelled DNA; active = well fitted inhibition curve with a large enough effect in the polarisation, with a control signal flat; inconclusive = small, poorly fitted or top-dose-only effect, or effect the other way, or a change in a side signal; inactive = no such curve, though single readings can be large or run the other way; the % refers to the polarisation;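 also: polarization taken with two DNA probes labelled with fluorescein and Texas red; % of control where 0% means no effect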
#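 His-tagged ERG Ets domain (1 uM in the protein solution; 300mM KCl, 50mM Tris-HCl, 1mM EDTA, 1mM DTT, pH 7.5) received compound, then a probe mix of 5 nM fluorescein-DNA and 100nM Texas-615-DNA. Fluorescence polarization was read for both dyes.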
# HP1b chromo inh: blocks HP1-beta chromodomain binding to methylated histone tails | P83916 | AlphaScreen HP1-beta / biotin-H3K9me3 peptide binding | Potency, µM (doses to about 114 µM), inactives show at the highest dose activity change, negative = inhibition, usual class: inhibitors | 0.56% of 390,000 active | AID 540317; also: nearly all actives have a fitted effect of over 70% in size; inactives centre near 23
#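 HP1-beta protein (50 nM final) preincubated 30 min at room temperature with biotinylated H3(1-18)K9me3 peptide (50 nM) in PBS pH 7.4, 0.01% Tween-20, then compound added for 30 min. AlphaScreen streptavidin donor/nickel chelate acceptor beads (10 ug/mL final), 30 min dark, luminescence read.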
# Pin1 inh: human Pin1 inhibition; Q13526; Pin1 FP peptide displacement, HiFluor488, 10 min; Potency, µM (titrated, usually from 115 µM), without a hit: at the top dose activity, negative = inhibition, hits mostly inhibitors; 0.009% of 390,000 active; active = well fitted inhibition curve with a large enough effect in the polarisation, with a control signal flat, not every such curve was filed as active; inconclusive = small, poorly fitted or top-dose-only effect, or effect the other way, or a change in a side signal; inactive = no such curve, though single readings can be large or run the other way; the % refers to the polarisation; also: % is scaled to controls: 0 for no effect and ±100 for the full control effect
# Target sequence (Q13526 whole entry, looked up): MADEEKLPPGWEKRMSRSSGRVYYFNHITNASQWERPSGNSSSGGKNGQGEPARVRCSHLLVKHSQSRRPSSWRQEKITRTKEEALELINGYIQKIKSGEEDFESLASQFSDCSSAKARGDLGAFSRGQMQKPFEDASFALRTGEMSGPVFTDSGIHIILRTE
# GLS inhibitor: glutaminase GLS (human) inhibition; O94925; 0.21% of 410,000 active; Potency, µM (titrated, usually from 45.5 µM), inactives show top-dose activity change, negative = inhibition, most hits filed as inhibitors; GLS enzymatic activity, qHTS titration; also: % is scaled to controls: 0 for no effect and ±100 for the full control effect
# Target sequence (O94925 whole entry, looked up): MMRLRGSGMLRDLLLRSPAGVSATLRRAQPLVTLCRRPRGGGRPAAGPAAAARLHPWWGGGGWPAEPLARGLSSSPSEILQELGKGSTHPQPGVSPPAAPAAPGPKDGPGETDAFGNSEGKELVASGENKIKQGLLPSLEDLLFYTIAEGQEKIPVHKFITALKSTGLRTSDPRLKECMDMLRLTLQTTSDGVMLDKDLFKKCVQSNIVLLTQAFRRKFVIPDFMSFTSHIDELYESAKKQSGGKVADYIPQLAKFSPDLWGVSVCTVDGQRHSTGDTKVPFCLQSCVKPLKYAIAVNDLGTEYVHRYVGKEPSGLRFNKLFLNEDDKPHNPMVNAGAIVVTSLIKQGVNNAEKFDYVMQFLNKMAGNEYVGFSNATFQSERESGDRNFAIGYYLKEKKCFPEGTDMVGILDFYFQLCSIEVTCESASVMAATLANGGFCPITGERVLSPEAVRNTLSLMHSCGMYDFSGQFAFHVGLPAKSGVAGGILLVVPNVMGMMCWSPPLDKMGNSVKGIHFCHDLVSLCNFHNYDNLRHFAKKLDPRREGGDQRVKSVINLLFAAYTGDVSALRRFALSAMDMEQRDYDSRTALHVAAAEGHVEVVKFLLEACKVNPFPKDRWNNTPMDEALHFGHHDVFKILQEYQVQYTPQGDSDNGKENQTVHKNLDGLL
#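 hKGA in 45 mM KH2PO4 (pH 8.2), 0.02% Tween-20 with compound, then 1mM L-Glutamine (stock as added) plus glutamate oxidase/HRP/Amplex red coupling mix. Fluorescence read initially and after 30 min at RT; signal change reflects glutamate formation.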
# PGK inhibitor: inhibitors of T. brucei phosphoglycerate kinase. 0.043% of 380,000 active. Potency, µM (highest dose often 57.5 µM), without a hit: at the top dose activity change, negative = inhibition, actives largely listed as inhibitors. P07378. PGK/GAPDH coupled, Kinase-Glo luminescence, 60 min; also: % is scaled to controls: 0 for no effect and ±100 for the full control effect; nearly all actives have a fitted effect of over 60% in size
#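 Recombinant glycosomal PGK reaction used 1,3-bisphosphoglycerate generated in-well by GAPDH (100nM final) in 100mM TEA pH 7.6, 5mM MgCl2, 0.01% Tween-20. After 60 minutes at room temperature, ATP was read by Kinase-Glo Plus luminescence end-point.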
# JMJD2A Tudor: JMJD2A Tudor domain (human) inhibition | AlphaScreen JMJD2A-Tudor / H3K4me3 peptide binding | Potency, µM (doses to about 114 µM), for inactives: at the highest dose activity change, negative = inhibition, actives largely listed as inhibitors | 4.4% of 390,000 active; also: % is scaled to controls: 0 for no effect and ±100 for the full control effect; nearly all actives have a fitted effect of over 50% in size
# RGS4 inh: blocks human RGS4-accelerated GTP hydrolysis; Transcreener GDP fluorescence polarization, RGS4-accelerated GTP hydrolysis; Potency, µM (top dose mostly 114 µM), for the others: top-dose activity change, negative = inhibition, usual class: inhibitors; 0.039% of 390,000 active; AID 504845; also: % is scaled to controls: 0 for no effect and ±100 for the full control effect; nearly all actives have a fitted effect of over 75% in size; some results filed as inactive show a strong effect at the top dose
# Target sequence (P49798 whole entry, looked up): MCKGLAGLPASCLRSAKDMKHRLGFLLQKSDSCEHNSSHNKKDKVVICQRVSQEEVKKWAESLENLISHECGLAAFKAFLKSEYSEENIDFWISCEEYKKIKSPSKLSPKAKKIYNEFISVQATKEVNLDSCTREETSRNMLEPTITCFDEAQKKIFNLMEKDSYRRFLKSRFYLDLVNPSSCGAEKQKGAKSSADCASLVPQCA
#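 MLSMR compounds (23 nl, pin-transferred) preincubated 10 min at room temperature with a 500nM (2x) first reagent, then RGS4 at 900nM (2x) plus Transcreener GDP mix added; fluorescence polarization (620/688 nm) read before and after 90 min at 30 °C.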
# TrxR1 inh: rat TrxR1 inhibition; AID 588453; O89049; Potency, µM (series often up to 114 µM), inactives show top-dose activity change, negative = inhibition, most hits filed as inhibitors; 1% of 390,000 active; recombinant rTrxR1, NADPH fluorescence consumption, selenite substrate; also: % is scaled to controls: 0 for no effect and ±100 for the full control effect; nearly all actives have a fitted effect of over 65% in size
#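 Rat TrxR1 (90 nM in the dispensed reagent) was pre-reduced with 400 uM NADPH for 5 min at room temperature, then incubated with compound for 15 min. After 400 uM selenite was added, NADPH fluorescence (Ex 340/Em 450 nm) was followed for 8 min.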
# * hit, by the source's call; i = inactive; u = inconclusive; x = no result given; ! = not active in a repeat; [ ] = dose if it differs, or a comment. Unless noted, calls follow the shape of the dose curve; as a rule, active = well fitted curve in the direction sought with a large enough effect; inconclusive = small, poorly fitted or top-dose-only effect, or another doubt; inactive = no such curve, though single readings can be large; an effect the other way counts as inactive or inconclusive. Potency is read from the fitted curve at half-maximal effect.
entry	SMILES	JMJD2A Tudor	GLS inhibitor	ERG-DNA inh	RGS4 inh	Pin1 inh	ALOX12 inh	HP1b chromo inh	TrxR1 inh	PGK inhibitor
1	CCn1c(C(C)NS(=O)(=O)c2ccc(Cl)cc2)n[nH]c1=S (configuration not stated)	20µM*	4%	9%	1%	-3%	u	25%	-11%	6%
2	Cc1cc(C)cc(NC(=O)CN2C(=O)CCc3cc(S(=O)(=O)N4CCCCC4)ccc32)c1	-17%	6%	1%	0%	3%	-3%	40%[activator]	-5%[57.1 µM]	6%
3	CSc1ccc(CN(C)C(=O)COc2ccc(C(=O)c3ccccc3)cc2)cc1	-6%	-15%	-4%	u	16%	-11%	48%[activator]	8%[57.1 µM]	-9%
4	O=C(c1ccc(Br)s1)N(Cc1cccnc1)c1nc2ccc(F)cc2s1	-11%	5%	-3%	28%	-5%	u	13%	25%[57.1 µM]	2%
5	CC(=O)Nc1ccc2c3c(cccc13)CC2	-5%	13%	-2%	12%	2%	26%	1%	18%	-10%
6	Cc1ccc(C)c(OCc2cc(C(=O)NC(c3ccccn3)C(F)(F)F)no2)c1 (configuration not stated)	30%	4%	-2%	1%	1%	12%	85%[activator]	-11%	0%
7	Cn1nc(C(=O)NC2CCCCCC2)ccc1=O	-15%	-4%	-3%	-6%	-2%	2%	29%	9%	-9%
8	CCOC(=O)C1=C(N)N2C(=O)C(C)SC2=C(C(=O)OCC)C1c1ccc(O)cc1 (configuration not stated)	-25%	19%	15%	20%	-3%	-19%	0%	4%	-7%
9	O=C(NN=C1CCCCCCCCCCC1)c1ccccc1F	-5%	-7%	-4%	-13%	u	1%	60%[activator]	-9%	-2%
10	CCC1CCCCN1CCCNC(=O)C1CCN(c2nnc(-n3cccc3)s2)CC1 (configuration not stated)	-21%	0%	2%	6%	6%	25%	27%	15%	i
11	O=c1c(Cc2ccccc2O)c(O)nc2n1CCCS2	-8%	19%	3%	-20%	-5%	18%	42%[activator]	9%[57.1 µM]	-8%
12	Cc1cc(NC(=O)CSc2nnc(-c3ccncc3)n2C)n(-c2ccccc2)n1	0%	-1%	2%	-5%	5%	-2%	22%	-5%[57.1 µM]	-2%
13	CCOC(=O)c1ccc(Nc2cc(C)nc(N3CCOCC3)n2)cc1	-3%	-1%	0%	u	-2%	-4%	31%	-17%	0%
14	Oc1ccc(Nc2nc(-c3ccccc3O)nc3ccccc23)cc1	u	29%	9%	-35%	9%	28µM*!	27%	14%	x
15	Fc1ccccc1C1c2[nH]c3ccccc3c2CCN1CCCn1cccn1 (configuration not stated)	u	13%	-8%	7%	-15%	-4%	5%	17%	0%
16	CC[n+]1c(C)sc2c(C)cc(C)cc21	-28%	10%	-8%	u	-6%	u	55%[activator]	7%	i
17	Cn1c(Cc2ccccc2)n[nH]c1=S	28µM*	2%	-6%	-29%	-3%	-5%	36%	1%	2%
18	OC(COCC(F)(F)C(F)(F)C(F)(F)C(F)F)Cn1c2ccc(Cl)cc2c2cc(Cl)ccc21 (configuration not stated)	16%	-13%	0%	-12%	6%	x	99%[activator]	14%	i
19	O=C1CCCC2=C1C(c1ccsc1)CC(=O)N2c1nnc(SCc2ccccc2)s1 (configuration not stated)	-20%	1%	-8%	-29%	19%	-7%	7%	-5%[57.1 µM]	-8%
20	COc1ccc(Nc2cc(C(=O)NCCCN3CCOCC3)c3ccccc3n2)c(OC)c1	u	25%	-1%	-8%	-4%	-29%	27%	10%[57.1 µM]	7%
21	CCc1sc(C(=O)NCCCN2CCCC2=O)cc1Br	-5%	1%	12%	-27%	-2%	-2%	31%	-1%	-10%
22	O=C(NCCCO)c1nnc(Cc2c(F)cccc2Cl)o1	-12%	-16%	3%	19%	-11%	0%	9%	49%[activator]	i
23	Cc1cc(C)nc(SCC(=O)c2c(N)n(C)c(=O)n(C)c2=O)n1	-11%	-1%	-1%	-15%	-6%	-4%	19%	9%	-1%
24	Cc1c(C)n(Cc2ccc(F)cc2)c2ccc(C(=O)NCCCN3CCOCC3)cc12	45µM*	4%	-15%	21%	-8%	-22%	u	-5%	-5%
25	CCn1c(=NC(=O)c2cccc(N3C(=O)CCC3=O)c2)sc2c(OC)ccc(OC)c21	-17%	-7%	-5%	-7%	-2%	23%	16%	6%[57.1 µM]	i
26	Nc1ccc(/C=C/C(=O)c2cccs2)cc1	27%	0%	3%	-1%	u	u	81%[activator]	-9%	-11%
27	C=CCOC(=O)C1=C(C)OC(N)=C(C#N)C1c1ccoc1 (configuration not stated)	-23%	19%	2%	-13%	u	-6%	42%[activator]	u	i
28	Cc1ccc([N+](=O)[O-])cc1NC(=S)NC(=O)c1c(Cl)cnn1C	-9%	2%	8%	-45%	1%	16%	20%	-3%	-10%
29	Cc1cccc(-n2nnnc2S(C)(=O)=O)c1	-15%	-4%	0%	-12%	u	-5%	76%[activator]	1.8µM*	-8%
30	CSCCNC(=O)c1ccc(C(C)(C)C)cc1	-4%	-11%	-2%	9%	-3%	0%	25%	7%	4%
31	Fc1ccc(C2CC(c3ccco3)=Nc3ccccc3S2)cc1 (configuration not stated)	u	0%	11%	-46%	-2%	3%	-9%	25%	-4%
32	CN(CC(=O)Nc1cccnc1)S(=O)(=O)c1ccccc1	-6%	3%	0%	-11%	-3%	-3%	27%	18%	1%
33	CCN(Cc1ccccc1)c1ccc(/C=N/NC(=S)NC(C)C)cc1	-24%	17%	-1%	-12%	7%	45µM*	4%	-11%[11.4 µM]	-2%
34	CC(NC(=S)Nc1ccccc1Cl)C(c1cccs1)N1CCCC1 (configuration not stated)	-30%	0%	-5%	2%	-9%	u	4%	12%	-12%
35	COc1ccc(NC(=O)COC(=O)CO/N=C(\C)c2ccc3c(c2)OCO3)cc1S(N)(=O)=O	-8%	1%	1%	13%	-1%	-7%	25%	10%	3%
36	COc1cc(CNCCSc2nnnn2C)cc(Br)c1OCc1ccccc1	-2%	2%	0%	0%	5%	-4%	28%	15%	i
37	COc1cc(C(=O)Nc2c(C(=O)O)[nH]c3ccccc23)cc(OC)c1OC	-14%	19%	-2%	8%	4%	13%	23%	16%	2%
38	O=C(NCCc1c[nH]c2ccccc12)c1cc(S(=O)(=O)N2CCCCC2)ccc1N1CCOCC1	-18%[11.4 µM]	-6%	-3%	11%[11.4 µM]	8%	110%[activator]	28%	4%[57.1 µM]	-7%
39	C=CCNC(=S)NNC(=O)c1cccn(Cc2ccc(Cl)cc2)c1=O	1%	x	-5%	-8%	u	-10%	40%[activator]	-5%	-2%
40	CCCCCc1ccc(-c2cn(Cc3ccc(C(=O)c4ccccc4)cc3)nn2)cc1	-17%	8%	21%	16%	-1%	3%	36%	1%[57.1 µM]	i
41	Cc1cc(C)c(C#N)c(SCC(O)CS(=O)(=O)Cc2ccccc2)n1 (configuration not stated)	-2%	12%	x	13%	3%	1%	26%	-3%	-1%
42	Cc1c(Cl)cnc(NC(=O)COC(=O)C2CCCC2)c1Cl	-23%	-18%	4%	-24%	-23%	u	18%	-12%	-3%
43	COCCNc1nc(N)c([N+](=O)[O-])c(NCCO)n1	-1%	-6%	3%	-25%	24%	-12%	22%	-11%	-10%
44	Cn1c(CCN2CCOCC2)nc2cc(NC(=O)c3cccs3)ccc21	-3%	-9%	12%	10%	-2%	7%	43%[activator]	11%[57.1 µM]	-5%
45	Cn1nnnc1SCC(=O)N1CCN(c2ccc(Cl)cc2)CC1	0%	24%	5%	3%	-2%	u	30%	16%	-5%
46	CC(Oc1ccccc1Cl)C(=O)N1CCOCC1 (configuration not stated)	0%	-2%	4%	10%	2%	16%	19%	6%[57.1 µM]	i
47	O=C(COc1ccc([N+](=O)[O-])cc1)NN=C1CCCC1	-24%	3%	x	-13%	-8%	-4%	17%	2%	3%
48	CCN1CCc2nc(NC(=O)c3cc(F)c(F)cc3Cl)sc2C1	-25%	0%	14%	26%	5%	47%[activator]	9%	15%[57.1 µM]	7%
49	O=c1c2ccccc2sn1-c1ccc(S(=O)(=O)N2CCOCC2)cc1	50µM*	x	x	u	-5%	x	u	50%[activator]	x
50	O=C(CCCC(=O)N(CC(=O)NC1CCCCC1)c1cccc(F)c1)Nc1ccccn1	2%	-1%	-3%	4%	-1%	-5%	23%	23%	-4%
51	CCN(CC)S(=O)(=O)c1ccc(NS(=O)(=O)c2cccs2)cc1	-13%	8%	1%	3%	u	-9%	40%[activator]	-3%[57.1 µM]	9%
52	O=S(=O)(c1ccc(N2CCC(c3ccc(Cl)cc3)=N2)cc1)N(CCO)CCO	30%[activator]	-4%	2%	-27%	4%	u	47%[activator]	87%[57.1 µM]	-3%
53	COc1ccc2c(c1)cc1n2CCN=C1NN	u	13%	-1%	-29%	11%	-9%	48%[activator]	20%	i
54	CCc1ccc(N=c2c([N+](=O)[O-])nn(-c3ccc4c(c3)OCCO4)n2O)cc1	32µM*	6%	0%	18%	0%	-11%	u	5%[57.1 µM]	-10%
55	O=C(N/N=C/c1cc(O)ccc1Br)c1cccnc1	45µM*	16%	-1%	-12%	5%	3%	42%[activator]	8%	-6%

# Source: PubChem BioAssay

# Only part of the results is shown, so the mix of outcomes need not match the whole.
